TGFb inhibitor = TGF-b pathway inhibition | HepG2 CAGA-GFP TGF-b/SMAD3 reporter, GFP fluorescence, 18 h; TGF-beta stimulated, 500 pg/mL final | Potency, µM (titrated, usually from 46.1 µM), inactives show at the top dose activity, negative = inhibition, usual class: inhibitors | 1.2% of 410,000 active | AID 588855; further: potency means the concentration at half of the fitted maximal effect; on the % scale 0 is the no-effect control and ±100 the full control effect; nearly all actives have a fitted effect of over 65% in size
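Using HEPG2 CAGA-GFP reporter cells at 1000 cells/well, we pinned test compounds, stimulated with recombinant TGF-beta (500 pg/mL final) and measured total well GFP after 18 h.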
Nrf2 block = inhibitors of Nrf2 signaling | 2.1% of 360,000 active | A549 ARE-Fluc reporter, luciferase luminescence, 18-24 h | AID 504444 | Potency, µM (highest dose often 46 µM), without a hit: at the highest dose activity change, negative = inhibition, hits mostly inhibitors; further: potency means the concentration at half of the fitted maximal effect; on the % scale 0 is the no-effect control and ±100 the full control effect; nearly all actives have a fitted effect of over 60% in size
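Reporter: ARE-Fluc in A549. Exposure: 18-24 h, 37 °C, 5% CO2, 5% FBS OPTI-MEM. Readouts: fluorescent cytotoxicity (CellTiter-Fluor), then luminescent Nrf2 signal after BugLite.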
Akt phos inh = blocks phosphorylation of Akt; activity change, % for hits at 50 µM; Neuro2A IGF-stimulated pAkt S473 HTRF, 20 min; hits give low values; 0.32% of 360,000 active; in the data active means activity change below about -80%; inconclusive means mostly about -51% to -80%; further: on the % scale 0 is the no-effect control and ±100 the full control effect
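Neuro2A cells (4,500/well, DMEM with 0.5% FBS) were treated with compound at a single 50 µM final concentration, stimulated with 6 nM IGF for 20 min at 37 °C, and lysed. Phospho-Akt Ser473 was read by HTRF as 665/615 ratio ×10^4.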
HepG2 viability = counter-screen for TGF-b inhibitors: cytotoxicity in HepG2 cells; Potency, µM (titrated, usually from 46.1 µM), for the others: at the highest dose activity change, negative = cytotoxicity, usual class: cytotoxic; HepG2 CAGA-GFP viability, ATP luminescence, 18 h; 0.76% of 410,000 active; AID 588856; further: potency means the concentration at half of the fitted maximal effect; some results filed as inactive show a strong effect at the top dose
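HepG2 CAGA-GFP cells (1000/well, DMEM with 1% FBS) received compound, then TGF-beta at 500 pg/mL final, and were incubated 18 hours at 37 degrees C. Viability was read by CellTiter-Glo luminescence. Media-only wells were set as complete cell-killing and DMSO as no toxicity.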
Nrf2 ARE act = Nrf2 pathway activation. AREc32 ARE-luciferase reporter (MCF7-derived line), luminescence, 24 h. Potency, µM (top dose mostly 46.1 µM), for the others: at the highest dose activation, hits mostly activators. 0.31% of 410,000 active. AID 624171; further: potency means the concentration at half of the fitted maximal effect; % of control where 0% means no effect; nearly all actives have a fitted effect of over 65% in size
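Each well held 1000 AREc32 cells, which were incubated with compound for 24 hr at 37 deg C after overnight attachment, and ARE reporter activity was quantified by firefly luciferase luminescence.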
Abeta yeast res = A-beta toxicity reversal in yeast; yeast expressing A-beta42, growth rescue, OD600, 48 h; response scale: 0% DMSO, 100% iron-clioquinol control; Potency, µM (highest dose often 46.1 µM), without a hit: top-dose growth rescue, most hits filed as activators; 0.063% of 410,000 active; further: potency means the concentration at half of the fitted maximal effect; nearly all actives have a fitted effect of over 55% in size
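Growth rescue measured by 600 nm absorbance after 48 h yeast culture at 30 C with compound. Values normalized between DMSO and an equimolar ferric chloride plus clioquinol control.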
MmCpn inh = blocks the Methanococcus maripaludis chaperonin Mm-Cpn | Potency, µM (highest dose often 76.9 µM), for the others: at the top dose activity, negative = inhibition, most hits filed as inhibitors | 0.031% of 330,000 active | purified Mm-Cpn ATPase, ADP Transcreener TR-FRET; further: potency means the concentration at half of the fitted maximal effect; on the % scale 0 is the no-effect control and ±100 the full control effect; nearly all actives have a fitted effect of over 80% in size
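Purified archaeal chaperonin (25 nM final) was preincubated with compound for 10 min at 37°C, then ATP (10 uM final) was added for 30 min at 37°C in Tris pH 7.4/KCl/MgCl2/DTT buffer. ADP was quantified by HTRF Transcreener TR-FRET.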
CCT modulator = cytosolic chaperonin activity modulation; activity change, % (concentration not given with the values), hits read low; purified chaperonin ATPase assay, HTRF ADP detection, 30 min; 0.3% of 360,000 active; in the data active means activity change below about -30%; further: on the % scale 0 is the no-effect control and ±100 the full control effect
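ATPase activity: ADP formed was measured by HTRF Transcreener (665/615 nm ratio) after 30 min at 37 deg C with 10 uM ATP. Compounds screened at one 76 uM concentration against 40 or 20 nM TRiC in Tris pH 7.4/KCl/MgCl2/DTT buffer.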
A549 tox = A549 cytotoxicity, counter-screen for Nrf2 inhibitors; A549 ARE-Fluc cells, CellTiter-Fluor viability, 18-24 h; Potency, µM (doses to about 46 µM), for inactives: top-dose activity change, negative = cytotoxicity, actives largely listed as inhibitors; 0.16% of 390,000 active; AID 504648; further: potency means the concentration at half of the fitted maximal effect; on the % scale 0 is the no-effect control and ±100 the full control effect
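A549 ARE_Fluc cells in 5% FBS OPTI-MEM were exposed to compounds in concentration-response for 18-24 h at 37 deg C. Viability was read by CellTiter-Fluor fluorescence (Ex 405/Em 525) after 30 min, before the luciferase read.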
Active calls of the source: *; & = joins results of further samples; [ ] = remark or other dose. Unless noted, the call rests on the fitted dose curve; in most records, active means well fitted curve in the direction sought with a large enough effect; inconclusive means small, poorly fitted or top-dose-only effect, or another doubt; inactive means no such curve, though single readings can be large; an effect the other way counts as inactive or inconclusive.

`C/C(CC(=O)Nc1ccc(N(C)C)cc1)=N\NC(=O)c1ccc(F)cc1` gave TGFb inhibitor -7%, Nrf2 block 12%, Akt phos inh inactive, HepG2 viability -11%, Nrf2 ARE act 6.6%, Abeta yeast res -21%, MmCpn inh -1%, CCT modulator -5.2 and A549 tox 18%.
`COCCCNC(=O)Cn1cnc2sc(C)c(S(=O)(=O)N3CCC(C)CC3)c2c1=O` gave TGFb inhibitor -1%, Nrf2 block -15%[9.27 µM], HepG2 viability 1%, Nrf2 ARE act -1.0%, Abeta yeast res 0% and A549 tox 0%.
Screening CC(C)Oc1ccc(C(=O)Nc2nnc(SCC(=O)N3CCOCC3)s2)cc1 returned TGFb inhibitor 7%, Nrf2 block 5.2µM*, Akt phos inh inactive, HepG2 viability 11%, Nrf2 ARE act -1.6%, Abeta yeast res 3%, MmCpn inh 2%, CCT modulator -1.1 and A549 tox -3%.
For COc1ccc(CNC(=O)[C@@H]2CCCN2C(=O)[C@@H]2Cc3ccccc3CN2C(=O)OC(C)(C)C)cc1 the results were TGFb inhibitor 11µM*, Nrf2 block 10%, Akt phos inh inactive, HepG2 viability -7%, Nrf2 ARE act -0.3%, Abeta yeast res -4%, MmCpn inh 0%, CCT modulator 0.6 and A549 tox -7%.
`Cc1ccccc1N(C)C(=O)C1CCCN(c2ncnc3c2nc2n3CCCCC2)C1` (stereo not given) gave TGFb inhibitor -1%, Nrf2 block 7%, Akt phos inh inactive, HepG2 viability 4%, Nrf2 ARE act -0.3%, Abeta yeast res -19%, MmCpn inh -1%, CCT modulator -1.2 and A549 tox 0%.
For CCC(=O)N1CCc2cc(Br)cc(S(=O)(=O)NCCc3ccc(OC)c(OC)c3)c21 the results were TGFb inhibitor -3%, Nrf2 block 10%[9.27 µM], HepG2 viability -12%, Nrf2 ARE act 0.2%, Abeta yeast res -1% and A549 tox 11%.
For Cc1ccc(CNC(=O)CCC(=O)N2CC(C)Sc3ccccc32)cc1 (stereo not given) the results were TGFb inhibitor inconclusive, Nrf2 block inconclusive, Akt phos inh inactive, HepG2 viability -2%&-26%, Nrf2 ARE act -0.7%&-0.4%, Abeta yeast res inconclusive, MmCpn inh 1%, CCT modulator 0.8 and A549 tox 2%&6%.
Screening CC1(C)Cc2c(cnn2-c2ccc(F)cc2)C(NC(=O)CCN2CCCCO2)C1 (stereo not given) returned TGFb inhibitor -1%, Nrf2 block -7%, Akt phos inh inactive, HepG2 viability 0%, Nrf2 ARE act 0.3%, Abeta yeast res -1%, MmCpn inh 2%, CCT modulator -2.4 and A549 tox -2%.
For CCN(CC)S(=O)(=O)c1cccc(N=Nc2sc(N)nc2C)c1 the results were TGFb inhibitor -18%, Nrf2 block 7%, Akt phos inh inactive, HepG2 viability -40%, Nrf2 ARE act 0.1%, Abeta yeast res -10%, MmCpn inh -1%, CCT modulator -3.1 and A549 tox -28%.
Screening COc1cccc(NC(=O)c2ccc3c(c2)C(=O)N(CC2CCCO2)C3=O)c1 (stereo not given) returned TGFb inhibitor -4%, Nrf2 block 4%, Akt phos inh inactive, HepG2 viability 2%, Nrf2 ARE act 0.1%, Abeta yeast res -6%, MmCpn inh 2%, CCT modulator -2.8 and A549 tox -1%.
`CC(NC(=O)Nc1cccc([N+](=O)[O-])c1)c1ccc2c(c1)OCO2` (stereo not given) gave TGFb inhibitor -3%, Nrf2 block inconclusive, Akt phos inh inactive, HepG2 viability -19%, Nrf2 ARE act 2.2%, Abeta yeast res 2%, MmCpn inh 2%, CCT modulator -0.2 and A549 tox -11%.
`COc1ccc(NC2CCCN(C(=O)C3=NN(C)C(=O)CC3)C2)cc1OC` (stereo not given) gave TGFb inhibitor 1%, Nrf2 block -4%, Akt phos inh inactive, HepG2 viability 1%, Nrf2 ARE act -0.8%, Abeta yeast res 4%, MmCpn inh -16%, CCT modulator -1.5 and A549 tox -13%.
For O=S(=O)(NCC1CC1)c1cccc(S(=O)(=O)N2CCCC2)c1 the results were TGFb inhibitor 8%, Akt phos inh -112%*, HepG2 viability -15%, Nrf2 ARE act 2.5%, Abeta yeast res -11%[9.22 µM], MmCpn inh 1%, CCT modulator -0.5 and A549 tox -2%.
Screening CCc1nc2nc(C)c(NS(=O)(=O)c3ccc(F)cc3)c(=O)n2[nH]1 returned TGFb inhibitor -4%, Nrf2 block 4%, Akt phos inh inactive, HepG2 viability -9%, Nrf2 ARE act -0.1%, Abeta yeast res -8%, MmCpn inh 2%, CCT modulator 0.0 and A549 tox 3%.
For O=[N+]([O-])c1ccccc1S(=O)(=O)N(CC(O)CN1CCCCC1)c1ccccc1 (stereo not given) the results were TGFb inhibitor 24%, Nrf2 block 7%, Akt phos inh inactive, HepG2 viability -12%, Nrf2 ARE act -0.3%, Abeta yeast res -12%, MmCpn inh 0%, CCT modulator -3.0 and A549 tox -3%.
Screening CCOC(=O)c1ccccc1NC(=O)Cn1cnc2c(cnn2C(C)(C)C)c1=O returned TGFb inhibitor 4%, Nrf2 block 2%, Akt phos inh inactive, HepG2 viability -29%, Nrf2 ARE act -0.1%, Abeta yeast res -2%, MmCpn inh 1%, CCT modulator 0.9 and A549 tox -10%.
For O=C(Nc1cccc(C(F)(F)F)c1)OCc1ccncc1 the results were TGFb inhibitor 2%, Nrf2 block inconclusive, Akt phos inh inactive, HepG2 viability -25%, Nrf2 ARE act -0.1%, Abeta yeast res 27%, CCT modulator 1.9 and A549 tox 1%.
Screening CC(Oc1ccccc1)C(=O)Nc1cccc(NC(=O)c2ccco2)c1 (stereo not given) returned TGFb inhibitor -8%, Nrf2 block -23%, Akt phos inh inactive, HepG2 viability -4%, Nrf2 ARE act 12%, Abeta yeast res 7%, MmCpn inh -1%, CCT modulator -0.7 and A549 tox 2%.
CC(=NNC(=S)N1CC2CCC(CC2)C1)c1cnccn1 was read as TGFb inhibitor 3.2µM*, Nrf2 block inconclusive, Akt phos inh inactive, HepG2 viability -49%, Nrf2 ARE act inconclusive, Abeta yeast res -76%[inhibitor], CCT modulator -2.3 and A549 tox inconclusive.
CSc1ccc(S(=O)(=O)NCc2ccccc2C)cc1 was read as TGFb inhibitor 8%, Nrf2 block -34%, Akt phos inh inactive, HepG2 viability -5%, Nrf2 ARE act -0.3%, Abeta yeast res 12%, MmCpn inh 2%, CCT modulator -6.8 and A549 tox 0%.

Part of the list above in order of heavy-atom count, lowest first.
For CCN(CC)S(=O)(=O)c1cccc(N=Nc2sc(N)nc2C)c1 the results were TGFb inhibitor -18%, Nrf2 block 7%, Akt phos inh inactive, HepG2 viability -40%, Nrf2 ARE act 0.1%, Abeta yeast res -10%, MmCpn inh -1%, CCT modulator -3.1 and A549 tox -28%.
For CCC(=O)N1CCc2cc(Br)cc(S(=O)(=O)NCCc3ccc(OC)c(OC)c3)c21 the results were TGFb inhibitor -3%, Nrf2 block 10%[9.27 µM], HepG2 viability -12%, Nrf2 ARE act 0.2%, Abeta yeast res -1% and A549 tox 11%.
For COc1ccc(CNC(=O)[C@@H]2CCCN2C(=O)[C@@H]2Cc3ccccc3CN2C(=O)OC(C)(C)C)cc1 the results were TGFb inhibitor 11µM*, Nrf2 block 10%, Akt phos inh inactive, HepG2 viability -7%, Nrf2 ARE act -0.3%, Abeta yeast res -4%, MmCpn inh 0%, CCT modulator 0.6 and A549 tox -7%.

Other compounds
For CC1CCN(Cc2nc(-c3ccccc3)no2)CC1 the results were TGFb inhibitor 12%, Nrf2 block inconclusive, Akt phos inh inactive, HepG2 viability 0%, Nrf2 ARE act 3.6%, Abeta yeast res -4%, MmCpn inh 1%, CCT modulator 0.1 and A549 tox 14%.
For COc1cc(/C=C/c2cc(C(=O)O)c3ccccc3n2)cc(OC)c1O the results were TGFb inhibitor 22%, Nrf2 block -19%, Akt phos inh inactive, HepG2 viability 6%, Nrf2 ARE act -0.6%, Abeta yeast res 10%, MmCpn inh -4%, CCT modulator -0.6 and A549 tox inconclusive.
COC(=O)c1ccc(CN2C(=O)C(Cc3ccccc3)ON=C2c2ncccc2C)o1 (stereo not given) was read as TGFb inhibitor 11%, Akt phos inh inactive, HepG2 viability 4%, Nrf2 ARE act 0.2%, Abeta yeast res 4% and CCT modulator -1.5.
CCc1ccccc1NC(=S)NC1CC2CCC(C1)N2Cc1ccc(F)cc1 (stereo not given) was read as TGFb inhibitor -2%, Nrf2 block 11%, Akt phos inh inactive, HepG2 viability -31%, Nrf2 ARE act 0.6%, Abeta yeast res -9%, MmCpn inh -1%, CCT modulator -2.0 and A549 tox -3%.
COc1ccc(CC(=O)Nc2c(C(=O)Nc3ccccc3F)oc3ccccc23)cc1 was read as TGFb inhibitor -18%, Nrf2 block 14%, HepG2 viability -5%, Nrf2 ARE act -0.2%, Abeta yeast res 3% and A549 tox -1%.
O=C(Cn1c(=O)nc(-c2ccccc2)c2ccccc21)NCCc1ccccc1 was read as TGFb inhibitor 1%, HepG2 viability 5%, Nrf2 ARE act 0.0%, Abeta yeast res 14% and A549 tox -10%.

Retrieved by compound from above, 2 records:
O=C(Cn1c(=O)nc(-c2ccccc2)c2ccccc21)NCCc1ccccc1 was read as TGFb inhibitor 1%, HepG2 viability 5%, Nrf2 ARE act 0.0%, Abeta yeast res 14% and A549 tox -10%.
For COc1cc(/C=C/c2cc(C(=O)O)c3ccccc3n2)cc(OC)c1O the results were TGFb inhibitor 22%, Nrf2 block -19%, Akt phos inh inactive, HepG2 viability 6%, Nrf2 ARE act -0.6%, Abeta yeast res 10%, MmCpn inh -4%, CCT modulator -0.6 and A549 tox inconclusive.

Source: PubChem BioAssay (National Center for Advancing Translational Sciences (NCATS))
